AID1053144 = Wnt/beta-catenin signaling activators, dose response, cell-based, iPS-derived NPC, luciferase, Wnt3a, cherry-pick (AID 1053144). NPC TCF/LEF luciferase reporter, Wnt3a EC25, 24 h. activation, % at the top dose, mostly 26 µM; hits show AC30 in µM. 3,400 tested, 4.8% active;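 active means fitted curve reaches 30% activation at a concentration no higher than the top valid tested dose, luminescence rising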;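 further: wnt3a stimulus is conditioned medium from Wnt3a-transfected mouse L cells at 5% in well; 0% = neutral control wells and 100% = CHIR-99021 positive control wells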
Numbers without * were called inactive. Some of the compounds tested; rates above refer to the full screens.

mol	AID1053144
CN1CCC(=O)N([C@H](CSc2ccc(Br)cc2)c2ccccc2)CC1	12%
CCOc1ccc(-c2nnn(CC(=O)Nc3cccc(OC)c3)n2)cc1OCC	6%
COc1ccc(/C=C/C2=Nc3ccccc3NC(C)(C)C2)cc1OC	10%
O=C(Nc1nc(-c2ccccc2)cs1)c1ccco1	15%
COc1ccc(OC)c2nc(-c3ccc4c(c3)OCO4)ccc12	13%
CCOc1ccc(C(=O)CSc2nnc(N)s2)cc1	9%
Cc1cc(C(=O)Nc2cc(C(C)(C)C)on2)c(C)o1	9%
COc1cccc2nc3cc(C)c(C)cc3nc12	6%
O=C(CNc1cccc(F)c1)N1CCc2ccccc2C1	10%
Cc1cc(NC(=O)c2ccccc2)sc1C	12%

Remaining list, next part.
mol	AID1053144
CN(C)S(=O)(=O)c1ccc2c(c1)/C(=C/c1cc3c([nH]1)CCCC3)C(=O)N2	2%
Cc1ccc(C(=O)OCC(=O)c2ccccc2)cc1	0%
CCOc1ccc(NC(=O)Cc2ccccc2)cc1	18%
Cc1sc(NC(=O)c2cccs2)nc1-c1ccccc1	8%
COc1ccc(-c2nnc(SCC(=O)Nc3cccc(Cl)c3)o2)cc1	6%
O=C(Nc1ccc(NC(=O)C2CC2)cn1)c1ccccc1Cl	5%
CCc1cc2c(=O)c(-c3ccc4c(c3)OCCO4)coc2cc1OC(=O)c1ccco1	15%
O=C(Oc1cccc(/C=N/NC(=O)c2ccccn2)c1)c1ccc([N+](=O)[O-])cc1	3%
Cc1onc(-c2ccccc2Cl)c1C(=O)N1CCN(c2nc3ccccc3s2)CC1	1%
CCc1cc(C(=O)Cc2nc3ccccc3[nH]2)c(O)cc1O	6%

(listing goes on)
mol	AID1053144
O=c1[nH]c(/C=C/c2ccc(Br)cc2)nc2ccccc12	13%
O=C(Nc1cc(-c2ccccc2)[nH]n1)c1ccc(Cl)cc1	6%
CC1=NN(c2ccccc2)C(=O)C1N=Nc1ccccc1 (stereo unspecified)	4.8µM*
C=CCn1c(SCC(N)=O)nc2scc(-c3ccc(C)o3)c2c1=O	3%
Fc1ccc(N2C(=S)SC(=Nc3ccccc3)C2=Nc2ccccc2)cc1	-3%
COc1ccc(-c2noc(-c3cccs3)n2)cc1OC	12%
COc1ccc(C(=O)c2c[nH]c(C(=O)NCCCn3ccnc3)c2)cc1	3%
O=C(Nc1ccc(Cl)cc1)c1ccco1	6%
O=C(CSc1nnc(-c2ccc(O)cc2)o1)Nc1ccccc1	8%
Cc1nc(-c2cc(-c3ccc(Cl)cc3)no2)cs1	12%

Next part:
mol	AID1053144
COc1cccc2cc(-c3nc4ccccc4o3)c(=O)oc12	6%
O=C(Nc1nc(COc2ccccc2)cs1)C1CCC1	11%
CC(C)NC(=O)c1cc(-c2cccs2)on1	22%
C(=C\c1ccccc1)/CSc1ccccn1	13%
CSc1ccccc1OCc1cc(C(=O)N(C)Cc2ccc3nsnc3c2)no1	12%
CC(C)c1ccc(-n2nc3ccc(N)cc3n2)cc1	-2%
Cn1cccc1C(=O)OCC(=O)N1CCc2ccccc21	14%
CCCCNC(=O)C1CC(c2cccc(F)c2)=NO1 (stereo unspecified)	11%
CCN(CC)S(=O)(=O)c1ccc(NS(=O)(=O)c2cccc(C)c2)cc1	9%
Cc1nc(-c2ccc(NC(=O)CC(C)C)cc2)cs1	9%

Already shown: 32 of the compounds above.
mol	AID1053144
COc1cccc2nc3cc(C)c(C)cc3nc12	6%
O=C(CNc1cccc(F)c1)N1CCc2ccccc2C1	10%
Cc1cc(NC(=O)c2ccccc2)sc1C	12%
CN(C)S(=O)(=O)c1ccc2c(c1)/C(=C/c1cc3c([nH]1)CCCC3)C(=O)N2	2%
Cc1ccc(C(=O)OCC(=O)c2ccccc2)cc1	0%
CCOc1ccc(NC(=O)Cc2ccccc2)cc1	18%
Cc1sc(NC(=O)c2cccs2)nc1-c1ccccc1	8%
COc1ccc(-c2nnc(SCC(=O)Nc3cccc(Cl)c3)o2)cc1	6%
O=C(Nc1ccc(NC(=O)C2CC2)cn1)c1ccccc1Cl	5%
CCc1cc2c(=O)c(-c3ccc4c(c3)OCCO4)coc2cc1OC(=O)c1ccco1	15%
O=C(Oc1cccc(/C=N/NC(=O)c2ccccn2)c1)c1ccc([N+](=O)[O-])cc1	3%
Cc1onc(-c2ccccc2Cl)c1C(=O)N1CCN(c2nc3ccccc3s2)CC1	1%
CCc1cc(C(=O)Cc2nc3ccccc3[nH]2)c(O)cc1O	6%
O=c1[nH]c(/C=C/c2ccc(Br)cc2)nc2ccccc12	13%
O=C(Nc1cc(-c2ccccc2)[nH]n1)c1ccc(Cl)cc1	6%
CC1=NN(c2ccccc2)C(=O)C1N=Nc1ccccc1 (stereo unspecified)	4.8µM*
C=CCn1c(SCC(N)=O)nc2scc(-c3ccc(C)o3)c2c1=O	3%
Fc1ccc(N2C(=S)SC(=Nc3ccccc3)C2=Nc2ccccc2)cc1	-3%
COc1ccc(-c2noc(-c3cccs3)n2)cc1OC	12%
COc1ccc(C(=O)c2c[nH]c(C(=O)NCCCn3ccnc3)c2)cc1	3%
O=C(Nc1ccc(Cl)cc1)c1ccco1	6%
O=C(CSc1nnc(-c2ccc(O)cc2)o1)Nc1ccccc1	8%
Cc1nc(-c2cc(-c3ccc(Cl)cc3)no2)cs1	12%
COc1cccc2cc(-c3nc4ccccc4o3)c(=O)oc12	6%
O=C(Nc1nc(COc2ccccc2)cs1)C1CCC1	11%
CC(C)NC(=O)c1cc(-c2cccs2)on1	22%
C(=C\c1ccccc1)/CSc1ccccn1	13%
CSc1ccccc1OCc1cc(C(=O)N(C)Cc2ccc3nsnc3c2)no1	12%
CC(C)c1ccc(-n2nc3ccc(N)cc3n2)cc1	-2%
Cn1cccc1C(=O)OCC(=O)N1CCc2ccccc21	14%
CCCCNC(=O)C1CC(c2cccc(F)c2)=NO1 (stereo unspecified)	11%
CCN(CC)S(=O)(=O)c1ccc(NS(=O)(=O)c2cccc(C)c2)cc1	9%

(next part)
mol	AID1053144
NC(=O)c1cc(Cl)ccc1OCC(=O)Nc1ccc2c(c1)OCO2	16%
CCN1CCN(C(=O)c2cc(COc3ccc(C(C)=O)cc3OC)on2)CC1	13%
Cc1sc2ncnc(N3CCC(C(=O)Nc4nc5ccc(Cl)cc5s4)CC3)c2c1C	6%
Cn1cccc1C(=O)OCc1csc(-c2ccccc2)n1	6%
COc1ccc2cc(-c3ccccc3F)ncc2c1	5%
COc1ccc(CCC(=O)Nc2nnc(C)s2)cc1	10%
COCCn1c(C)cc(C(=O)CSc2nc3ccccc3c(=O)n2Cc2ccco2)c1C	19%
Cc1ccnc(NC(=O)c2ccc(Br)s2)c1	9%
Cc1ccc(SCC(=O)NC(C)(C)C)cc1	10%
COc1cc(/C=C/C(=O)N2C(=O)c3cccc(N)c3C2=O)cc(OC)c1OC	-7%

The results go on.
mol	AID1053144
COc1c(C(=O)NNC(=O)c2ccccc2)csc1Br	17%
CC(C)CN(C(=O)CCNC(=O)c1ccccc1Cl)C1CCS(=O)(=O)C1 (stereo unspecified)	5%
Clc1ccc(-c2nc(C3CCCCC3)no2)cc1	9%
CN(C)c1ccc(N=Nc2cccc(F)c2)cc1	4%
O=C(NCCc1cnn(-c2ccccc2)c1)c1cc(COc2c(F)cccc2F)on1	14%
Fc1ccccc1-c1nc(-c2ccccc2)no1	4%
Cc1cc2c(cc1C)CN(c1ccccc1)C2	9%
O=C(NCCN1C(=O)C2C3C=CC(C3)C2C1=O)Nc1ccc(Br)cc1 (stereo unspecified)	10%
Cc1ccc(-c2cn3c(n2)SCC3)cc1	5%
COc1ccc(O)c(C(=O)CC(=O)c2cccnc2)c1	10%

Continuation.
mol	AID1053144
CCOC(=O)N1CCC2(CC1)C(C#N)=C(N)Oc1n[nH]c(CSc3ccc(C)cc3)c12	0%
CC(Cc1cccs1)NC(=O)Nc1ccc(Cl)cc1 (stereo unspecified)	6%
COCC1CCCN(C(=O)c2cc(COc3ccc(C(C)=O)cc3)on2)C1 (stereo unspecified)	6%
Cc1ccc(NC(=O)c2noc3c2CCCCC3)cc1	14%
CCn1c(C(=O)OC)cc2c1ccn2-c1ccc(F)cc1	10%
Clc1ccc(-c2cn3c(n2)SCC3)cc1	10%
CCn1c(C(C)NC(C)=O)nc2ccccc21 (stereo unspecified)	7%
Cc1ccccc1Nc1c(-c2ccc(N3CCOCC3)cc2)nc2cnccn12	9%
CCC(NC(=O)c1cncc(Br)c1)c1ccccc1 (stereo unspecified)	11%
Cc1ccc(-c2noc(-c3ccccc3F)n2)cc1	8%

(next part)
mol	AID1053144
Cc1ccc(C(=O)Nc2ccc3c(c2)ncn3C)cc1	8%
Cc1cc(C)nc(Nc2n[nH]c(-c3ccc(N)cc3)n2)n1	13%
c1ccc2nc(SCc3cn4ccccc4n3)cnc2c1	7%
Cc1cc(C(=O)Nc2ccc3ccccc3c2)c(C)o1	8%
COc1ccccc1C(=O)Nc1ccc2c(C)cc(=O)oc2c1	7%
O=C(Nc1ccc(Cl)cn1)c1ccccc1F	9%
CC(=O)c1ccc(NC(=O)COC(=O)C2CC3C=CC2C3)cc1 (stereo unspecified)	7%
CC(SCc1ccccc1)C(=O)Nc1ccccc1 (stereo unspecified)	1%
COc1ccc2nc(N3CCCCC3)c(C#N)cc2c1	11%
CCOC(=O)c1ccc(NC(=O)N2CCc3ccccc32)cc1	16%

Next section:
mol	AID1053144
O=C(Nc1ccccc1O)c1ccc(NC(=O)C2CC2)cc1	5.4µM*
NC(=O)COC(=O)/C=C/c1ccc2ccccc2n1	0%
COc1ccc(-c2c3c(nc4sc(C(=O)Nc5ccccc5)c(N)c24)CCC3)cc1	-1%
COc1c(Cl)cccc1-c1cn2ccc(C)cc2n1	12%
O=C(Nc1nnc(C2CC2)s1)c1ccc(Cl)nc1	7%
C=CCNC(=O)c1ccc2c3n(nc2c1)-c1ccc(C)cc1CO3	16%
O=C(Nc1cccnc1)c1cc(-c2ccc(Cl)cc2)on1	8%
CN(C)S(=O)(=O)c1ccc2nc(NC(=O)c3cccnc3)sc2c1	7%
O=C1/C(=C\c2ccccc2)CCc2c1[nH]c1ccccc21	6%
O=C(c1ccc(-c2cccc(Cl)c2Cl)o1)N1CCOCC1	13%

(listing goes on)
mol	AID1053144
O=C(/C=C(\Nc1cccc(Cl)c1F)c1ccccc1)c1ccccc1	-3%
COc1cccc2cc(-c3ccccc3)c(=O)oc12	9%
CC(=O)Nc1sc2c(c1-c1nc3ccccc3s1)CN(C(C)C)CC2	2.4µM*
COc1ccc(C(=O)O/N=C(\N)c2ccccc2)cc1OC	12%
O=C(c1nc2ccccc2s1)N1CCN(c2ccccn2)CC1	8%
COc1ccc(C(=O)NC2=NCCS2)cc1	9.2µM*
O=C(COC(=O)C1CC1)Nc1ccc2c(c1)OCO2	8%
COc1cccc(N/N=C/c2cccc(Br)c2O)c1	7%
NC(=O)c1ccccc1OCC(=O)Nc1ccc(Cl)c(Cl)c1	11%
O=C(Nc1ccc(F)c(Cl)c1)c1csc([C@H]2C[C@H](O)[C@@H](CO)O2)n1	20%

The list goes on.
mol	AID1053144
O=C(Cc1ccccc1)Nc1ccc(N2CCCCC2)cc1	7%
CCOc1ccc(C2C=C(c3ccccc3)Nc3nnnn32)cc1 (stereo unspecified)	3%
Cc1onc(-c2ccccc2)c1C(=O)NC1CCC(C)CC1 (stereo unspecified)	-3%
CCOc1ccc(-c2nnc(-c3cccs3)o2)cc1	-3%
Cc1ccc(Sc2cc(C)nc(-c3ccccn3)n2)cc1	10%
COc1ccc(Nc2oc(COc3cccc(C)c3)nc2C#N)cc1	8%
Cc1ccc(-n2c(C)cc(C(=O)COC(=O)c3c(C)noc3C)c2C)cc1	9%
O=C(O)c1cccc(CN2C(=O)SC(Nc3cccc4ccccc34)C2=O)c1 (stereo unspecified)	0%
O=C(Nc1ccc2c(c1)OCO2)N1CCCc2ccccc21	1%
O=C(Cc1nc2ccccc2[nH]c1=O)c1ccccc1	8%
OCC1(CCOc2ccccc2)CCN(Cc2ccccc2C(F)(F)F)CC1	-1%
O=C1c2ccccc2C(=O)C1c1ccnc2ccccc12	3%
Cc1ccccc1-c1nc(-c2cccnc2)no1	10%

Assay outcomes as filed in PubChem.
